# NPY-Y2 PAM-ag – potentiates or activates human NPY-Y2 receptor; P49146; cells expressing NPY-Y2, potentiator/agonist read-out; activation, % at 3.6 µM; 220,000 compounds, 0.45% hits; AID 1359; in the data active = activation above about 27%;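 note: cells stimulated with NPY near EC25 plus isoproterenol at EC100; 0% = vehicle plus submaximal agonist and 100% = vehicle plus saturating agonist; some results beyond the cut were filed as inactive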
# TRPN1 ag – agonists of zebrafish TRPN1 channel. HEK293 zebrafish TRPN1-YFP, Fluo-8 calcium fluorescence; 100% = response to 87 µM carbachol. activation, % at 3 µM. 220,000 compounds, 0.18% hits. AID 1424;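 active = activation above its plate's cutoff, the mean activation of test wells on that plate plus 3 SD, cut at about 19% in these data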;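 note: 0% = DMSO alone and 100% = 87 µM carbachol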
#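 Material – zebrafish TRPN1-YFP in HEK293 cells · Doses – 3 µM single point · Schedule – dye 1 h 37 °C plus 30 min RT · Signal – Fluo-8 calcium fluorescence, excitation 470-495 nm, emission 515-575 nm · Read-out – % activation versus carbachol response · Control set – carbachol high, DMSO low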
# NPY-Y1 PAM-ag – potentiates or activates human NPY-Y1 receptor; NPY-Y1 expressing cells, potentiator/agonist activation; activation, % at 3.6 µM; P25929; AID 1304; 220,000 compounds, 0.37% hits; in the data active = activation above about 33%, passing the limit was not always enough;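 note: cells stimulated with NPY at EC10 then isoproterenol at EC100; 0% = low agonist plus stimulus and 100% = saturating agonist plus stimulus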
# Target sequence (P25929 whole entry, looked up): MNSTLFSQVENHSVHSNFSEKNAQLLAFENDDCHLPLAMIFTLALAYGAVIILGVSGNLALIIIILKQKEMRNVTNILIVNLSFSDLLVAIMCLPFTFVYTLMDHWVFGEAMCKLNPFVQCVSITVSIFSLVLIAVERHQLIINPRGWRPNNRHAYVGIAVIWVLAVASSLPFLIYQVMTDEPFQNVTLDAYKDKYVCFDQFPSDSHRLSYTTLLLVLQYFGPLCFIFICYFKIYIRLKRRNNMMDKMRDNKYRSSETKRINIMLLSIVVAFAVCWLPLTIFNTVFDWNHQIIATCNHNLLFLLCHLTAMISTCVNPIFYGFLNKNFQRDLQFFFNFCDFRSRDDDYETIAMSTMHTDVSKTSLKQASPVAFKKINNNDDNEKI
# NPY-Y1 antag – antagonists of human neuropeptide Y receptor Y1; inhibition, % at 3.6 µM; 200,000 compounds, 1% hits; AID 1040; P25929; HEK293-CNG Y1 cells, membrane potential fluorescence; NPY at EC95, then isoproterenol;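 active = inhibition above the campaign mean inhibition of all tested compounds plus 3 SD, cut at about 20% in these data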;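 note: 0% = DMSO wells given NPY plus isoproterenol and 100% = isoproterenol alone without NPY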
#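 Test system – HEK293 Y1/CNG channel cell line · Also added – NPY agonist 25 nM, then isoproterenol 1 µM plus Ro 20-1724 25 µM · Compound dosing – one concentration, 3.6 µM, in 0.4% DMSO · Schedule – compound incubation 1 h at room temperature, readout 45 min post-stimulation · Technique – fluorescence, membrane potential probe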
# TRPML3 ag – agonists of human TRPML3 channel | activation, % at 3 µM | Q8TDD5 | AID 1448 | HEK293 TRPML3-YFP, Fluo-8 calcium fluorescence; 100% = the carbachol control signal | 220,000 compounds, 0.29% hits;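 active = activation above its plate's cutoff, the mean activation of the plate's test wells plus 3 SD, cut at about 12% in these data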;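 note: 0% = DMSO only wells and 100% = carbachol wells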
#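 Test system: HEK293 cells stably carrying human TRPML3-YFP; Doses: single dose, 3 µM final nominal compound, 0.3% DMSO final; Schedule: dye loading 1 h 37 °C then 30 min ambient, 125 s read; Technique: Fluo-8 calcium fluorescence; Benchmarks: high control carbachol 87 µM, low control DMSO.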
# S1P4 antagonist – blocks the human S1P4 receptor | S1P4-expressing cells, antagonist mode, reporter read-out | inhibition, % at 4.98 µM | O95977 | AID 1510 | 220,000 compounds, 0.26% hits; in the data active = inhibition above about 29%;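 note: 0% = wells stimulated with agonist and 100% = vehicle wells without agonist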
# CHOP inh – CHOP inhibition in unfolded protein response; inhibition, % at 10 µM; CHO-K1 CHOP-promoter luciferase, tunicamycin-induced, 15-18 h; 220,000 compounds, 3.8% hits; AID 2732;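 active = compounds that reduced the stress-induced luciferase reporter signal by more than about 70% of percent inhibition, limit read from the data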;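 note: 0% = tunicamycin plus vehicle and 100% = wells without tunicamycin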
# EP2 modulator – EP2 receptor (human) modulation; P43116; EP2-expressing cells, cAMP HTRF FRET, PGE2 co-stimulation; induction, % at 25 µM; 260,000 compounds, 0.83% hits; AID 940;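 active = compounds whose cAMP rise, as percent of the full-agonist control response, exceeds 60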;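 note: rat C6 glioma line stably carrying human EP2 under a CMV promoter; the protocol text gives 20 µM as final concentration; 100% = response of wells given 1 µM PGE2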
# Target sequence (P43116 whole entry, looked up): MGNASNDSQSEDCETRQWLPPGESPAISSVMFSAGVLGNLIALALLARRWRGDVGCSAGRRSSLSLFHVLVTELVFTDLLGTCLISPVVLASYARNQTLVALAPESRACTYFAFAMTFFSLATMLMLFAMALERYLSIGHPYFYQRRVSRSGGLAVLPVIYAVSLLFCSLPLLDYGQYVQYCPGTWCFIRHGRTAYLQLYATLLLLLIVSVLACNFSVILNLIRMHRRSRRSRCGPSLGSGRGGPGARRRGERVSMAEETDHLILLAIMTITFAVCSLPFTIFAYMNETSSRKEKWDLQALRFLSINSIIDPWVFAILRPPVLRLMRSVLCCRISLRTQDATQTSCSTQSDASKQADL
# S1P4 agonist – agonists of human S1P4 receptor. 220,000 compounds, 0.35% hits. AID 1509. O95977. activation, % at 4.98 µM. S1P4-expressing cell line, agonist reporter assay; in the data active = activation above about 11%;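 note: 0% = DMSO vehicle and 100% = reference agonist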
# * marks the source's active call; other numbers are inactive results; . = not tested or not shown; & = joins results of further samples. This is a random part of the collection, and some 6.5% of all compounds hit somewhere here.
SMILES,NPY-Y2 PAM-ag,TRPN1 ag,NPY-Y1 PAM-ag,NPY-Y1 antag,TRPML3 ag,S1P4 antagonist,CHOP inh,EP2 modulator,S1P4 agonist
CC(NC(=O)CC1SC(N)=NC1=O)c1ccccc1 (stereo not given),6,-1.1,31,-7,0.3,-6,-8,4&-1,1.5
Clc1ccc(Cn2ncc3c(NCc4cccnc4)ncnc32)cc1,22,5.9,20,-6,1.9,-19,31,-5,-2.5
O=C(C1CCCO1)N1CCN(C(=S)Nc2ccc(Cl)cc2Cl)CC1 (stereo not given),-2,0.8,-16,-4,0.6,-4,23,11,-1.1
COc1cccc(NC(=O)CN(C)CC(=O)Nc2ccc(Cl)cc2[N+](=O)[O-])c1,9,-1.7,-11,3,0.3,3,15,-42,2.1
CN1CCc2c(sc3c2C(=O)NC(c2cccs2)N3)C1 (stereo not given),2,0.6,-3,-9,0.8,3,15,-5,4.3
N/C(CC(=O)Nc1cc(C(F)(F)F)ccc1Cl)=N\O,2,0.4,21,.,0.3,2,8,17&14,0.0
CCCCN(C)C(=O)c1cn(CC)c2nc(C)ccc2c1=O,-22,0.6,11,-2,-0.2,-14,13,-1,-0.9
CN(Cc1cccc(-n2cccn2)c1)Cc1cn(C)nc1-c1ccccc1F,-16,-0.8,-1,1,-0.3,-2,7,-1,-0.8
CCN(CC)c1ccc(-c2nc3cnccc3n2C)cc1,3,-0.5,11,-4,0.6,-7,-39,-41,0.1
CC(=O)NC(NC(=S)Nc1ccc(N=Nc2ccccc2)cc1)C(Cl)(Cl)Cl (stereo not given),33,1.8,46*,-14,0.2,3,31,-40,1.3
CCOc1ccc(N(CC(=O)Nc2ccccc2)S(C)(=O)=O)cc1,4,-0.4,11,5,0.5,-11,-37,-32,-0.9
COC(=O)Cc1ccc(NC(=S)NCCC(C)C)cc1,0,0.1,24,-2,1.0,-15,4,-22,1.1
Clc1ccccc1OCc1nnc(-c2ccccc2Br)o1,-12,-0.2,-3,-4,-0.8,-7,51,-32,0.8
COc1ccc(/C(C)=N/NC(=O)c2sccc2-n2cccc2)cc1,-13,-1.7,-16,13,-2.3,0,16,9,0.0
O=S(=O)(NCc1ccncc1)c1ccc(S(=O)(=O)NCC2CCCO2)cc1 (stereo not given),12,-0.8,-1,-4,0.9,2,27,-4,-2.0

# 4 compounds already listed, arranged by the value under NPY-Y1 antag, descending.
Structure	NPY-Y1 antag
COc1ccc(/C(C)=N/NC(=O)c2sccc2-n2cccc2)cc1	13
CCN(CC)c1ccc(-c2nc3cnccc3n2C)cc1	-4
Clc1ccc(Cn2ncc3c(NCc4cccnc4)ncnc32)cc1	-6
CC(NC(=O)CC1SC(N)=NC1=O)c1ccccc1 (stereo not given)	-7

# Additional results:
SMILES,NPY-Y2 PAM-ag,TRPN1 ag,NPY-Y1 PAM-ag,NPY-Y1 antag,TRPML3 ag,S1P4 antagonist,CHOP inh,EP2 modulator,S1P4 agonist
COc1ccc(NC(=O)N(Cc2ccc(C)cc2)Cc2ccccn2)c(OC)c1,-1,-0.5,7,1,-0.9,-17,.,.,-2.8
Cc1sc2ncnc(-n3cnc4ccccc43)c2c1C,21,-1.2,17,-5,-0.6,-17,-3,-3,-2.0
CCCC(C(=O)n1nc(C)cc1C)C(NS(=O)(=O)c1ccc(C)cc1)c1ccccc1 (stereo not given),9,-1.1,26,-3,0.6,-23,48,41,0.3
COc1ccc(CCN(Cc2cc3ccc(C)cc3[nH]c2=O)C(C)=O)cc1OC,-13,0.8,-21,.,0.6,4,-8,12,-0.7
Cc1cc(C)n(-c2nc3c(c(=O)[nH]c(=O)n3C)n2Cc2ccc(F)cc2)n1,21,-0.8,-8,-2,-0.1,-14,-10,24,-1.9
O=[N+]([O-])c1ccccc1-c1cc(-c2cc(Cl)ccc2O)n[nH]1,31*,-0.6,36,-9,0.9,-32,77*,-79,2.1
CC1(c2ccc(OC(F)F)cc2)NC(=O)N(CC(=O)Nc2cccc(S(N)(=O)=O)c2)C1=O (stereo not given),1,1.1,0,.,0.7,-5,9,4,1.1
COc1ccc(S(=O)(=O)NCCc2nnc3ccc(SCC(=O)Nc4nc(C)cs4)nn23)cc1,4,1.2,-1,2,0.4,-17,57,31,1.1
CC12CCC(C(=O)Nc3cccc(NC(=O)C45CCC(C)(C(=O)O4)C5(C)C)n3)(OC1=O)C2(C)C,-6,2.3,-19,-1,0.6,1,8,1,-1.8
CC1(C(=O)CSc2ncn[nH]2)CCC(=O)O1 (stereo not given),14,-1.3,10,-4,0.7,1,-4,-8,-1.6
Cc1ccc(NC(=O)CCNS(=O)(=O)c2cccc3nsnc23)cc1,10,-1.4,7,4,-0.3,9,6,-12,-2.6
Nc1nonc1-n1nnc(C(=O)c2ccccc2)c1-c1ccccc1,2,-0.2,11,6,0.6,-15,57,17,1.1
CCOC(=O)c1c(C)[nH]c(C(=O)COC(=O)c2ccc(O)cc2)c1C,45*,-1.2,8,.,-0.5,-2,7,-15,0.8
CCOC(=O)C1=C(C)N(C)C(=S)N(C)C1c1ccc(OC)cc1 (stereo not given),1,-0.9,0,3,0.1,-4,4,11,1.6
Cc1ccc(-c2cc(C(=O)NCc3ccco3)no2)cc1,-17,-0.1,-66,9,0.8,-8,51,5&-12,4.0
COC(=O)C(C)Sc1nc2c(cnn2-c2ccccc2)c(=O)[nH]1 (stereo not given),-15,1.1,-22,-2,-0.1,-10,-24,3,0.7
O=C(C1=C(O)C(=O)N(CCN2CCOCC2)C1c1ccncc1)c1ccco1 (stereo not given),19,1.2,5,5,0.8,6,15,9,0.7
Cc1c(Br)cccc1NC(=O)c1sccc1-n1cccc1,-1,-1.6,-20,15,-0.9,1,34,59,0.8
CCCCCCC(=O)NNC(=O)c1c(O)c2ccccc2n(CC)c1=O,-2,0.2,-3,16,1.1,16,93*,-36,-0.7
O=C(NC1CCSC1=O)c1cccc(Cl)c1 (stereo not given),4,0.4,9,-3,2.4,-7,9,16,1.2
O=C(N1CCOCC1)N(Cc1ccco1)CC1CCCO1 (stereo not given),-6,1.4,11,-4,0.3,3,-24,3,1.2
COC(=O)CCC/C=C1/SCC(NC(=O)c2ccccc2)/C1=N/O (stereo not given),-3,-0.1,16,-1,-0.1,-11,-2,2,1.3
C#CC1(NC(=O)NC(C)C)CCCCC1,0,0.6,-5,4,0.2,-9,-2,18,1.2
CCCCn1nc2cc(C(=O)NCc3ccc(OC)cc3)ccc2c1OCC,1,-1.1,8,-5,-0.5,3,12,-21,-1.1
Cc1ccc2[nH]c(=O)c(CN(Cc3cccs3)C(=S)NCc3ccco3)cc2c1,-4,-0.1,-22,0,-0.3,-8,40,1,0.9
CC(=O)Nc1cccc(C(=O)NCC2(N3CCCCC3)CCCCC2)c1,-8,0.7,-6,0,0.6,3,3,-23,-1.2
Cc1ccc(NC(=O)CC2NCCN(Cc3ccccc3)C2=O)cc1 (stereo not given),10,-0.3,-6,.,0.5,-1,11,-17,-0.2
Oc1ccc(Cl)cc1C1=Nc2ccccc2N=C(c2ccco2)C1,11,0.7,-1,3,0.9,5,-4,26,2.3
Cc1ccc(Nc2nnc(-c3ccc4c(c3)OCO4)o2)c(C)c1,-15,-2.2,-11,.,-0.2,0,-6,-11&11,-1.5
CC(=O)N1CCC(Nc2ccc(C)cc2)CC1,2,-0.6,-19,2,-0.1,-22,25,-18,-1.2
CCNc1nc(NCC)n2c(SCc3ccc(F)cc3)nnc2n1,-3,1.1,-5,-5,0.2,8,0,11,2.2
CCN1C(=S)SC(=O)C1=C1C=C(C)OC(C)=C1,4,1.4,4,-2,0.6,-18,15,16,2.0
CCCCCC(=O)Nc1ccc(-c2cn3cccnc3n2)cc1,-8,0.3,-11,-1,0.3,-1,-2,-44,-1.1
Cc1c(C(=O)O/N=C(\N)c2ccccn2)cccc1[N+](=O)[O-],8,1.3,21,.,0.4,-19,63,-89,2.3
CC1CCCC(NC(=O)COC(=O)[C@@H](NC(=O)c2ccco2)C(C)C)C1C (stereo not given in full),-13,-1.2,-8,8,1.0,9,15,32,-0.3
O=C(O)c1nn(CC(=O)N2CCN(S(=O)(=O)c3ccc(Cl)cc3)CC2)c(=O)c2ccccc12,7,-0.2,10,.,0.3,-7,17,-2,-0.2
O=C(O)c1ccc(NC2=C(Cl)C(=O)c3ccccc3C2=O)cc1,-25,1.3,-24,.,0.7,1,34,-26,-2.2
Cc1ccc(-c2nnn(CC(=O)NCc3ccccc3)n2)c(-n2cnnn2)c1,-14,0.6,32,-1,0.0,-2,10,34,1.2
COc1ccc(S(=O)(=O)Cc2ccc(C(=O)NCc3cccs3)o2)cc1,2,2.2,-1,2,-0.1,-11,15,-1,-0.8
CCOC(=O)CSc1nnc(COc2cccc(C)c2)o1,-3,-0.4,10,5,0.5,1,-3,-29,1.4
CCOC(=O)c1[nH]ncc1CN1CCCC(C(=O)c2ccc(OC)cc2C)C1 (stereo not given),3,0.9,-1,7,0.5,0,16,0,1.5
COc1ccc(NC(=S)N/N=C/c2cccn2Cc2ccccc2F)cc1,5,0.1,-17,7,0.3,-6,54,26,1.7
C=CCNC(=O)c1onc(CSc2cccc(Cl)c2)c1C(=O)O,-16,0.1,-17,14,-0.3,1,-6,1,1.4
O=C(O)CCC(=O)NNc1ccccc1[N+](=O)[O-],3,-0.5,9,-5,1.1,-11,-23,18,1.1
N#C/C(=C/c1ccc2c(c1)OCO2)C(=O)NCCc1c[nH]c2ccccc12,-22,0.2,-4,-5,0.3,0,32,-52,0.0
CC(C)n1nc(C(=O)Oc2ccc(Cl)cc2)c2ccccc2c1=O,8,0.5,-3,4,0.5,-16,56,47,-0.2
CN1CCN(c2ccc(NC(=O)COc3ccc(Cl)cc3Cl)cc2)CC1,21,4.3,11,-2,2.3,-5,-12,6,2.4
COc1cccc(NC(=O)C2C3CCC4C(CCC32)C4(Cl)Cl)c1 (stereo not given),-11,-0.8,-20,14,0.5,-6,26,-58,0.8
CCc1nc2ccccc2n1CCC(=O)O,-16,-1.1,-3,9,-0.3,-10,33,31,-4.4
CCOC(=O)N1CCN(C(=O)CSc2nnc(Cc3ccccc3)o2)CC1,4,0.9,-18,1,-0.2,-13,-4,22,0.2
Cc1ccc(C2CC(=O)C=C(Nc3ccc(Cl)cc3)C2)cc1 (stereo not given),11,-1.1,-10,3,0.2,-11,73*,-14,1.3
COc1ccc(-c2cc(C(F)(F)F)nc(S(=O)(=O)CCCC(=O)Nc3cc(C)on3)n2)cc1OC,-18,-2.1,-20,9,-0.3,29,106*,5,-1.8

# Screens from PubChem BioAssay.
